Cav3 T inh – human Cav3.2 channel inhibition, primary screen; O95180; Cav3.2-expressing cells, Fluo-4 calcium fluorescence FDSS; active compounds read low; B-score at 10 µM; 100,000 tested, 4% active; AID 449739;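 active = single-dose well whose peak fluorescence ratio is a statistical outlier from its plate by either plate-standardised score or position-corrected B-score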
Active calls of the source: *; & = joins results of further samples.

Start of the listing, in advance (three entries):
entry	Cav3 T inh	SMILES
1	-3.6*	COc1ccc(CCNC(=O)c2nnc(Cc3ccc(Cl)cc3)o2)cc1OC
2	-1	CCc1nn(C(C)C(=O)Nc2cccc(C)c2C)c(=O)c2cc3occc3n12 (stereo not given)
3	-3.5	CC(C)(C)c1ccc(OCCCC(=O)NC2=NCCS2)cc1

The whole of this part (from the top)
entry	Cav3 T inh	SMILES
1	-3.6*	COc1ccc(CCNC(=O)c2nnc(Cc3ccc(Cl)cc3)o2)cc1OC
2	-1	CCc1nn(C(C)C(=O)Nc2cccc(C)c2C)c(=O)c2cc3occc3n12 (stereo not given)
3	-3.5	CC(C)(C)c1ccc(OCCCC(=O)NC2=NCCS2)cc1
4	-0.52	c1ccc(C2CC3CC(c4ccccc4)N2O3)cc1 (stereo not given)
5	-0.24	CC(Sc1ccc2c(c1)OCCO2)C(=O)Nc1ncc(Cl)cc1Cl (stereo not given)
6	0.66	O=C(CN1CCN(CCN2C(=O)c3cccc4cccc(c34)C2=O)CC1)c1ccc(F)cc1
7	-1.2	COc1cccc(N(CC(=O)Nc2cccc(N(C)S(C)(=O)=O)c2)S(C)(=O)=O)c1
8	-0.47	COc1cccc(NC(=O)COC(=O)c2ccc(S(=O)(=O)NCc3ccco3)cc2)c1
9	0.34	COc1ccc(OC)c(NC(=O)CCN2CCCCC2)c1
10	0.98	O=C(CSc1nnc(-c2ccccc2)n1Cc1ccccc1)N1CCCC1
11	-0.0089	COc1ccccc1N1CCN(C(=O)c2ccc(S(=O)(=O)N3CCCCCC3)cc2)CC1
12	-1.2	COC(=O)COc1ccc(S(=O)(=O)Nc2ccc(C(N)=O)cc2)cc1
13	-0.49	Cc1csc(NC(=O)CSc2nnc(-c3ccncc3)n2C)n1
14	-0.53	O=C(c1cc(-c2ccncc2)nc2ccc(Br)cc12)N1CCN(c2ccccn2)CC1
15	-0.19	Cc1ccc(S(=O)(=O)Cn2nnnc2C(C(C)C)N2CCN(Cc3ccco3)CC2)cc1 (stereo not given)
16	0.25	Cc1ccccc1NC(=O)c1cccc(N2C(=O)C3C4CCC(C4)C3C2=O)c1 (stereo not given)
17	-0.6	CCOc1ccccc1C1C(C#N)=C(N)Nc2onc(-c3ccccc3)c21 (stereo not given)
18	-4.5*	Cc1cccc(NS(=O)(=O)c2ccc(C3CCCCC3)cc2)c1
19	0.046	CC1=C(Sc2ccccn2)C(=O)NC(C)(C)C1
20	0.17	O=CNCC(=O)NC1CCCCCC1
21	0.26	CC12C=CC3(O1)C(C(=O)N(c1ccccc1)C3C(=O)NC1CCCC1)C2C(N)=O (stereo not given)
22	0.37	O=C(C1CCN(Cc2ccc(OCc3ccccc3)cc2)CC1)N1CCCC1
23	0.42	CCN(CC)S(=O)(=O)c1ccc(Cl)c(C(=O)NC2CCCC2)c1
24	1.8	CCSc1nc2ccccc2n1CC(=O)N1CCCCC1
25	0.057	N#CC[n+]1cc(-c2ccc(Cl)cc2)n2c1CCC2
26	0.23	CCCCNC(=O)OC1CCS(=O)(=O)C1 (stereo not given)
27	-0.85	CCc1ccc(C2CC(c3ccccc3C)n3nc(N)nc3N2)cc1 (stereo not given)
28	0.66	CNC(=O)[C@@]1(Cc2ccccc2)C=C[C@@H](C)N1C(=O)OC
29	-6.3*	Cc1nc2ccccc2n2c(O)c(CC(=O)O)cc12
30	-0.24	O=C1c2ccccc2C(=O)N1CCCCn1c(=O)oc2ccccc21
31	0.57	COc1cccc(CC(C(=O)Nc2cc(C)ccc2C)c2nn[nH]n2)c1OC (stereo not given)
32	-4.6*	C[C@]12CC[C@@H]3c4ccc(O)cc4CC[C@H]3[C@@H]1C[C@@H](O)[C@@H]2O
33	0.47	O=C(CSc1ncccc1-c1nc2ccccc2[nH]1)NCc1ccco1
34	-0.86	O=C(CSc1ncnc2c1oc1ccccc12)NC1CCCCC1
35	0.042	CN(C)/C=C(\C(=O)c1ccc(Cl)cc1)c1nnnn1-c1ccc(Cl)cc1
36	0.49	COc1ccc(-n2nnnc2S(=O)(=O)CC(=O)N2CCCCC2)cc1

Four entries from above in a different format.
25: N#CC[n+]1cc(-c2ccc(Cl)cc2)n2c1CCC2
  Cav3 T inh = 0.057
26: CCCCNC(=O)OC1CCS(=O)(=O)C1 (stereo not given)
  Cav3 T inh = 0.23
27: CCc1ccc(C2CC(c3ccccc3C)n3nc(N)nc3N2)cc1 (stereo not given)
  Cav3 T inh = -0.85
28: CNC(=O)[C@@]1(Cc2ccccc2)C=C[C@@H](C)N1C(=O)OC
  Cav3 T inh = 0.66

The list continues:
entry	Cav3 T inh	SMILES
37	-3.1	CCCCN(CCCC)C(=O)c1nsnc1-c1ccccc1O
38	0.62	O=C(NCc1ccccc1)C1CCCN1S(=O)(=O)c1cccc2cccnc12 (stereo not given)
39	0.66	CCOC(=O)CN1C2=NCCN2c2ccccc21
40	-0.16	Cc1ccc(OCCCC(=O)N2CCOCC2)c(C)c1
41	-2	Cc1cc(S(=O)(=O)N2CCN(Cc3ccccc3)CC2)c(C)s1
42	-0.15	COc1ccc(C2(C(=O)Nc3ccc(C(=O)O)cc3)CCOCC2)cc1
43	0.35	CCC(=O)Nc1cccc(NC(=O)CSc2nnnn2C2CCCC2)c1
44	-1.2	CCSc1nnc(N2C(=O)CC(c3ccsc3)C3=C2CC(C)(C)CC3=O)s1 (stereo not given)
45	1.1	COc1ccc2nc3oc(C(=O)Nc4ccc(OC)c(OC)c4)cc3cc2c1
46	0.44	CCOc1ccc(C(=O)c2ccncc2)cc1
47	-0.45	CCOC(=O)/C(=C/c1c2ccccc2cc2ccccc12)NC(=O)c1ccccc1
48	0.27	NC(=O)c1cccnc1Oc1cccc(Cl)c1
49	1.1	COc1cc(O)c(C(CC(=O)N2CCN(c3ccccc3)CC2)c2cc(OC)c(OC)c(OC)c2)c(OC)c1 (stereo not given)
50	0.053	O=C(N/N=C/C=C\c1ccco1)c1cccnc1
51	-1.5	CCCc1cc(=O)oc2cc(C)cc(OCC(=O)O)c12
52	0.37	COC(=O)[C@@H]1C[C@H]1[C@@H](NC(=O)c1cc(C)on1)c1ccccc1
53	1.7	COc1ccc(-c2c(C(=O)O)nc3ccccc3c2C(=O)O)cc1
54	0.28	CC(C)NC(=O)NC(=O)COc1c(F)c(F)cc(F)c1F
55	-1.2	CC1Cc2ccccc2N1C(=O)CSc1ccccc1 (stereo not given)
56	-3.3	CC1CCCCC1NC(=S)Nc1ccc(SC(F)F)cc1 (stereo not given)
57	0.69	Cc1csc(/C(C#N)=N/O)n1
58	-0.3	COC(=O)CCC(=O)OC1(C)C(=O)C=C2C=C(C3CC3)OC=C2C1=O (stereo not given)
59	-1.4	COc1cc(OC)c(OC)cc1CN(C)C(c1ccccc1)c1nnnn1-c1ccccc1C (stereo not given)
60	-0.54	O=S(=O)(N/N=C\C=C\c1ccccc1)c1ccccc1

Entries listed so far marked active in Cav3 T inh.
entry	Cav3 T inh	SMILES
1	-3.6*	COc1ccc(CCNC(=O)c2nnc(Cc3ccc(Cl)cc3)o2)cc1OC
18	-4.5*	Cc1cccc(NS(=O)(=O)c2ccc(C3CCCCC3)cc2)c1
29	-6.3*	Cc1nc2ccccc2n2c(O)c(CC(=O)O)cc12
32	-4.6*	C[C@]12CC[C@@H]3c4ccc(O)cc4CC[C@H]3[C@@H]1C[C@@H](O)[C@@H]2O

Next section:
entry	Cav3 T inh	SMILES
61	0.86	Cc1cccc(N(CC(=O)NC2CCCC2)C(=O)c2c(C)noc2C)c1
62	-2.8	CSc1ccccc1-n1nnnc1SCc1ccccc1
63	-2.2	Clc1cccc(-c2nc3nc4ccccc4nc3n2Cc2ccco2)c1
64	-0.0092	COC(=O)[C@@H]1[C@@H](C)N(Cc2ccccc2)C(=O)N[C@H]1c1ccccc1
65	0.35	COc1ccc(-n2nnnc2SCc2nc(N)nc(N3CCOCC3)n2)cc1
66	-0.059	O=C(Nc1cnccn1)c1ccncc1
67	-1.6	COc1ccc(N(C(=O)c2ccn[nH]2)C(C(=O)NC(C)(C)C)c2ccc(F)cc2)cc1 (stereo not given)
68	-0.74	Cc1ccc(C(=O)CSc2nn3c(=O)c(C(C)(C)C)nnc3s2)cc1
69	-1.1	Cc1nc(NC(=O)C2CCCCC2)sc1C
70	0.63	CC(=O)CCc1ccc(OCCCCn2cncn2)cc1
71	0.47	CCCCCOC(=O)C1C2C=CC3(CN(c4ccccc4C)C(=O)C13)O2 (stereo not given)
72	-4.8*	C#C[C@]1(O)CCC2C3CCC4=Cc5oncc5CC4(C)C3CCC21C (stereo not given in full)
73	0.38	COc1ccc(S(=O)(=O)Nc2c3ccccc3nc(=O)n2-c2ccccc2)cc1
74	-0.31	O=S1(=O)N=C(Oc2ccccc2)c2ccccc21
75	0.066	Cc1[nH]c(=O)[nH]c(=O)c1CSc1nnc([C@@H](NC(=O)OC(C)(C)C)C(C)C)o1
76	0.028	CN1CCC(OC(=O)c2cccc(Br)c2)CC1
77	-1.9	CCOC(=O)CCc1c(C)c2ccc(OC(C)C(=O)OCC)c(C)c2oc1=O (stereo not given)
78	-1.9	COc1cc(C(=O)NCCCc2nc3ccccc3n2Cc2cc(C)ccc2C)cc(OC)c1OC
79	0.41	CCCNC(=O)c1cccc(C(F)(F)F)c1
80	0.015	O=c1nc2c(-c3ccccc3F)n[nH]n2c2ccccc12
81	-2	CC1CC(OCC(O)CN2CCN(Cc3ccccc3)CC2)CC(C)(C)C1 (stereo not given)
82	1.5	C=CCSc1nnc(-c2cnn(-c3ccccc3)c2-n2cccc2)n1C
83	0.23	Cc1cc(S(=O)(=O)N2CCCC2)ccc1OCC(=O)NCc1ccco1
84	-3.2	CCCN(CCC)S(=O)(=O)c1ccc(NC(=O)COc2ccccc2)cc1
85	-0.64	COCc1cc(C)nc(SCC(=O)Nc2cc3c(cc2C#N)OCO3)c1C#N
86	-0.27	O=S(=O)(NC1CCc2ccccc21)c1ccc(S(=O)(=O)N2CCCC2)cc1 (stereo not given)
87	0.0013	COc1ccc(CCC(=O)NCc2cn3ccc(C)cc3n2)cc1
88	0.22	Cn1c(SCC(=O)Nc2ccc(NC(=O)c3cccs3)cc2)nnc1-c1ccncc1
89	-0.11	Cc1nnc(NC(=O)c2c(-c3ccccc3)noc2C)s1
90	0.0032	CCOc1ccc(C(=S)N2CCOCC2)cc1
91	0.31	CC1CCc2nn(CC(=O)NC3CCCC3)cc2C1 (stereo not given)
92	-0.081	CCOC(=O)C1Nc2ccc(OC(F)(F)F)cc2C2C=CCC12 (stereo not given)
93	-0.28	COC(=O)c1ccccc1NS(=O)(=O)c1cn(C)c(=O)n(C)c1=O
94	0.0048	O=C(CSc1nnc(CNC(=O)c2cccs2)o1)Nc1ccc2c(c1)OCO2
95	1.2	Cc1ccc(C(=O)NCCSC(C)(C)C)cc1
96	0.041	Cc1cccc(CSc2nnc(NC(=O)CSc3nnc(C)s3)s2)c1
97	0.59	CCOc1ccc(-c2noc(CCC(=O)O)n2)cc1
98	0.39	Cc1ccc(Cn2c(C)cc3c(c2=O)C(c2cccs2)C(C#N)=C(N)O3)cc1 (stereo not given)
99	-2.8	CC1=CC(C)(C)N(S(=O)(=O)c2ccc(F)cc2)c2ccc(C)cc21
100	-0.35	COc1cccc(C(=O)NCC(=O)n2nc(C)cc2C)c1
101	-0.24	O=c1oc(-c2cccs2)nc2c1cnn2-c1ccccc1
102	0.0064	CCCCCOC(=O)CC(C(=O)OCCCCC)N1CCCCC1 (stereo not given)
103	0.32	Cc1cccc2c(-c3ccccc3)cc(=O)[nH]c12
104	-0.0086	Cc1ccc(Oc2ccc(C(=O)NC3CCSC3=O)cn2)cc1 (stereo not given)
105	-0.9	CCOc1ccc(N(C(=O)Cn2nnc3ccccc32)C(C(=O)NC(C)(C)CC)c2cccn2C)cc1 (stereo not given)
106	-0.06	CCOc1ccc(S(=O)(=O)Nc2ccccc2SC)c2cccnc12
107	0.75	CCCCN1CC[C@H]2C=CC[C@@H](C(=O)Nc3ccc(OC)cc3)[C@H]2C1=O
108	1.3&0.38	CCOC(=O)C1CCCN(CCCc2ccccc2)C1 (stereo not given)
109	-0.55	CCOC(=O)C(C(=O)Nc1ccccc1C)C1CCCCC1 (stereo not given)
110	-1.8	Cc1cccc(/C=C/C(=O)c2cc(Br)ccc(=O)c2O)c1
111	-7.7*	O=S(=O)(NCCSc1ccc(Cl)cc1)c1ccc(F)cc1
112	-0.49	CS(=O)(=O)N(CCc1ccccc1)CC(=O)N1CCc2ccccc2C1
113	0.34	CN1C(=S)SC(/[N+]([O-])=C\c2ccccc2)C1(C)C (stereo not given)
114	0.29	Cc1cc(C(F)F)n2ncc(C(=O)N3CCC(C(N)=O)CC3)c2n1
115	-0.76	CCc1cc(C(=O)NNC(=S)Nc2cc(C)ccc2C)cs1
116	0.78	O=C(Cc1ccccc1)NCC(=O)OCC(=O)c1cccs1
117	0.74	O=C(C1CCCCC1)N1CCN=C1SCc1cccnc1
118	-2.5	COc1ccc(Cn2nnnc2C(C(C)C)N2CCc3ccccc32)cc1 (stereo not given)
119	0.047	NC(=O)C1=NOC(CNc2ncc(C(F)(F)F)cc2Cl)C1 (stereo not given)
120	0.51	Nc1cccc(-n2nncc2-c2ccccc2)c1

Further results follow:
entry	Cav3 T inh	SMILES
121	-5.5*	Cc1cccc(NC(=S)NNC(=O)c2csc(C(C)C)c2)c1
122	-0.37	O=C(c1cccs1)N(C(=O)c1cccs1)c1ccc(Br)cn1
123	-0.017	COc1ccccc1S(=O)Cc1ccc(C(=O)O)o1 (stereo not given)
124	-0.31	O=C(NCCN1CCN(C(=O)NC2CCCCC2)CC1)NC1CCCCC1
125	-0.34	Cc1ccc(C)c(-n2c(SCC(=O)N3CCCC3)nnc2-c2ccccn2)c1
126	0.67	COc1ccccc1OCCSc1nc(N)cc(N)n1
127	0.34	Cn1cc(S(=O)(=O)N2CCC3(CC2)OCCO3)c(=O)n(C)c1=O
128	0.048	O=C(NC1=NCCS1)C1CC(=O)N(c2ccccc2)C1 (stereo not given)
129	0.68	C=CCn1cc(-c2ccc(Cl)cc2)cc(C#N)c1=O
130	0.044	CCS(=O)(=O)N1CCN(C(=O)C(c2ccccc2)c2ccccc2)CC1
131	0.043	FC(F)(F)c1cc(-c2ccco2)nc(-n2cnc3ccccc32)n1

High-throughput results deposited in PubChem by Vanderbilt High Throughput Screening Facility.

Not all compounds are listed; rates above refer to the full screens.
